Cav3 T inh: human Cav3.2 channel inhibition, primary screen | B-score at 10 µM | 100,000 tested, 4% active | O95180 | Cav3.2-expressing cells, Fluo-4 calcium fluorescence FDSS; stronger effect = lower value;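 active means single-dose well whose peak fluorescence ratio is a statistical outlier from its plate by either plate-standardised score or position-corrected B-score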
* marks the source's active call; other numbers are inactive results.

SMILES	Cav3 T inh
CCS(=O)(=O)N1CCN(c2ccc([N+](=O)[O-])c(N3CCOCC3)c2)CC1	1.29
COC(=O)C1=C(C)NC(=O)C1(Nc1nccs1)C(F)(F)F (stereo unspecified)	0.295
O=C(Cn1nnc(-c2ccccc2)n1)NCc1ccc2c(c1)OCO2	-1.1
O=C(CN1C(=O)NC2(CCCC2)C1=O)Nc1ccccc1F	0.728
Cc1ccccc1-n1c(C)nnc1SCC(=O)NCC1CCCO1 (stereo unspecified)	0.11
Cc1nc(Cl)c2oc3ccccc3c2n1	0.375
Cc1nn2c(N3CCCC3)cc(C(C)C)nc2c1-c1ccccc1	-0.0884
C=CCC(CC=C)(NC(=O)c1ccccc1C)c1ccccc1	-1.21
Cc1cc2ccccc2n1CCNC(=O)c1ccc(Br)o1	-1.38
CCOc1cccc(NC(=O)CC#N)c1	0.272
CCOC(=O)N1CCC(N2Cc3cccc(C(=O)NCc4ccc(C)cc4)c3C2=O)CC1	1.37
N#Cc1ccc(Sc2nc3ccccc3[nH]2)cc1C#N	0.455
COc1ccc(-c2nnc(SCC(=O)OC3CCCCC3)o2)cc1OC	-1.2
CCOC(=O)C1/C(=N\O)CC(C)(O)C(C(=O)OCC)C1c1ccc(OC)c(OC)c1 (stereo unspecified)	0.529
COc1ccc(NC(=O)C2CCC(C)(C(=O)O)C2(C)C)cc1 (stereo unspecified)	-0.0278
Cc1ccccc1C(=O)N1CCC(C(=O)Nc2ccc3c(c2)OCCO3)CC1	-0.257
O=C(OCC(=O)N1CCOCC1)c1ccccc1SCC(=O)N1CCCC1	-0.0758
O=C(C1=C[C@H](c2ccc(C(F)(F)F)cc2)C[C@H](OCc2ccc(CO)cc2)O1)N1CCOCC1	0.746
O=C(Cn1cnc2ccccc2c1=O)N1CCN(c2ccccc2)CC1	0.813
CCOCCCNC(=O)c1ccccc1SCC	0.159
O=C(C(c1ccccc1)N1CCOCC1)N1CCOCC1 (stereo unspecified)	-0.0475
CCOc1ccccc1OCC(=O)Nc1nnc(COC)s1	0.0873
CCOC(=O)c1c(NC(=O)CCc2ccc(CC)o2)sc(C)c1C	-4.5*
CC(C)(C)C(=O)Nc1ccccc1C(=O)Nc1cc(Cl)ccc1Cl	-1.55
OCCNc1ncnc2c1c(-c1ccccc1)c(-c1ccccc1)n2Cc1ccco1	-4.96*
CCCCNC(=O)CSc1nc2ccccc2c(=O)n1C1CCCC1	-2.04
CN(C)c1ccc(-c2nnc(-c3ccc(S(=O)(=O)C(F)F)cc3)o2)cc1	-1.3
CCC(CO)Nc1ncnc2c1cnn2-c1ccc(Cl)cc1 (stereo unspecified)	0.074
Cn1c(=O)c2ccccc2n(Cc2ccccc2F)c1=O	0.137
CCN1C=C(Cc2ccc(F)cc2)C2=C(C1)C(c1ccc(F)cc1)C(C#N)=C(N)O2 (stereo unspecified)	1.05
COc1cc(C(CCN2CCCC(C)C2)c2c(OC)cc(OC)c3c(-c4ccccc4)cc(=O)oc23)cc(OC)c1OC (stereo unspecified)	-0.782
NC1=NC[C@H](Cc2ccccc2)N1CC1CCCCC1	-0.0915
CC1(c2ccccc2)NC(=O)N(CCN2C(=O)c3ccccc3C2=O)C1=O (stereo unspecified)	0.239
O=C(Nc1ccc(N2CCOCC2)c(Cl)c1)c1cc2ccccc2o1	-2.35
Cc1ccc2cccc(SCC(=O)N3CCOCC3)c2n1	0.053
Cn1c(Cc2ccccc2)nnc1SCC(=O)Nc1ccccc1N1CCOCC1	-0.803
C=CCn1c(SCC(=O)Nc2ccccc2C)nnc1-c1ccncc1	-1
COC(=O)CSc1nc2c(c(-c3ccco3)c1C#N)CCCC2	-0.0112
COc1ccc(C(=O)NCCSCc2ccccc2C)cc1	-2.16
CCn1c(COc2cc(C)cc(C)c2)nnc1SCC(=O)N1CCN(c2ccccc2)CC1	0.469
O=C(CCCn1c(=O)c2sccc2n(Cc2ccc(F)cc2)c1=O)NCc1ccco1	-3.57
O=C(NCc1ccc2c(c1)OCO2)c1ccc(CN2CCc3ccccc3C2)cc1	-5.27*
Cc1occc1C(=O)NNC(=O)c1ccc(F)cc1	0.242
O=C(Nc1ccc(O)c2c(=O)cc(-c3ccccc3Cl)oc12)c1ccc(Cl)cc1Cl	-1.6
Cc1onc(-c2c(Cl)cccc2Cl)c1C(=O)Nc1ccc2c(c1)OCCO2	-0.0551
CC(C)CC(=O)NC(NC(=S)Nc1sc2c(c1C#N)CCCC2)C(Cl)(Cl)Cl (stereo unspecified)	-5.3*
CCOC(=O)C1C(C#N)=C(N)OC(C)=C1c1ccncc1 (stereo unspecified)	1.85
O=P(O)(O)c1ccccc1OCCCCCOc1ccccc1P(=O)(O)O	0.606
Brc1ccc(C2=Nn3c(nnc3-c3cccnc3)SC2)s1	0.165
COc1cc(C2CC(=O)NC3=C2C(=O)CC(C)(C)C3)ccc1O (stereo unspecified)	1.1
CCOC(=O)N1CCC(NC(=O)CN2C(=O)CCSc3ccccc32)CC1	1.11
COc1ccc(S(=O)(=O)Oc2ccc3c(c2)O/C(=C\c2cccnc2)C3=O)cc1	0.166
CC1(C)CNC(=O)C=C(c2ccccc2)C1	0.775
CCOc1ccccc1OCCCOc1ccc([N+](=O)[O-])cc1Cl	-1.85
CS(=O)(=O)Nc1ccc2c(c1)nc1n2CCOC1	0.0472
CC(=O)Nc1ccc(S(=O)(=O)N2CCN(CC(=O)NC3CCCC3)CC2)cc1	0.168
O=C(COc1ccc(Br)cc1)N1CCCCCC1	0.44
O=C(Nc1ccc(Cl)cc1)Nc1ccc(N2CCOCC2)cc1	0.00426
COC(=O)c1ccc(C(NC(=O)OCc2ccccc2)/C(F)=C/[C@@H](C)C(=O)NCc2ccc(-c3ccccc3)cc2)cc1 (stereo partly specified)	-1.56
COC(=O)c1cc(Br)ccc1OC(=O)c1cccnc1	-0.111

Following part
SMILES	Cav3 T inh
COc1ccc(Oc2coc3cc(OC(=O)N4CCOCC4)ccc3c2=O)cc1	-1.51
O=C(NCc1ccc(Cl)cc1)c1noc2c1CCCCC2	-5.03*
COC(=O)c1ccccc1NC(=O)COC(=O)c1cccnc1	-0.086
C=CCN(CC=C)CC(O)Cn1c2ccccc2c2ccccc21 (stereo unspecified)	-3.45*
CCOC(=O)C1CCCN(Cc2c(Cl)cccc2Cl)C1 (stereo unspecified)	-2.19
N#Cc1nc(-c2cccs2)oc1NCc1ccco1	-1.07
CCC(C)NS(=O)(=O)c1ccc(OC)c(Cl)c1Cl (stereo unspecified)	-2.91
CCOC(=O)N1CCN(C2CC(=O)N(c3ccc(Oc4ccccc4)cc3)C2=O)CC1 (stereo unspecified)	-1.92
CC1CN(C(=O)CSc2nnc(-c3ccc(Cl)cc3)n2C)CC(C)O1 (stereo unspecified)	-0.145
Cc1ccc(C(=O)C2CCN(CC(=O)Nc3nc(C)cs3)CC2)cc1	-1.31
CC(C)OC(=O)c1ccc(NC(=O)c2ccco2)cc1	1.01
CCOc1ccc(N2C(=O)CC(N3CCN(C4CCc5ccccc5C4)CC3)C2=O)cc1 (stereo unspecified)	0.224
O=C(c1ccncc1)N1CCN(C(=O)c2ccncc2)CC1	-2.4
C=CCOC(=O)C1=C[C@@H](c2coc3ccccc3c2=O)C[C@@H](OCc2ccc(CO)cc2)O1	-0.616
CCOC(=O)CSc1ncc(-c2cccc(Cl)c2)cn1	0.28
CCO[C@@H]1OC(C(=O)NCc2nc3ccccc3[nH]2)=C[C@H](C2CC2)[C@H]1CCCO	0.374
CCS(=O)(=O)N1CCCC(C(=O)NC2CCCCC2)C1 (stereo unspecified)	-0.173
Cc1nc2ccc(NC(=O)c3sccc3C)cc2s1	0.0276
O=S(=O)(NCc1ccccc1)c1ccc(S(=O)(=O)N(Cc2ccccn2)Cc2ccco2)cc1	0.143
CCCCN1C(=O)/C(=C2/C=CC=CN2C)SC1=S	0.967
COc1cc(OC)cc(-c2cc3nc(C)c(CCC(=O)O)c(C)n3n2)c1	-0.479
CCO/C(C)=N/n1c2nc3ccccc3nc2c2c(=O)n(Cc3ccccc3Cl)c(C)nc21	0.975
CC(C)Cc1ccc(C(C)C(=O)N2CCOCC2)cc1 (stereo unspecified)	-0.27
CC(C(=O)NCC1CCCO1)n1cccc1C(=O)c1ccccc1 (stereo unspecified)	0.285
COc1ccc(S(=O)(=O)N2CC(C)N(S(=O)(=O)c3ccc(OC)cc3)CC2C)cc1 (stereo unspecified)	-1.89
Cc1ccc(-c2nn(CC(=O)N(C)C)c(=O)c3ccccc23)cc1S(=O)(=O)N(C)C	-0.762
COC(=O)Cc1[nH]nc2c1C1(CCSCC1)C(C#N)=C(N)O2	0.156
Cc1nc2cccc(C)n2c(=O)c1Cl	1.11
COc1ccccc1CC1(C)NC(=O)N(CC(=O)N2CC(C)OC(C)C2)C1=O (stereo unspecified)	-3.34
CN(CC(=O)Nc1nc2ccccc2s1)S(=O)(=O)c1ccc(Cl)cc1	-1.18
Cc1ccccc1N1C(=O)[C@@H]2Cc3ccccc3CN2C1=O	0.12
CC(OC(=O)CNC(=O)c1ccc2c(c1)OCO2)C(=O)NCCC1=CCCCC1 (stereo unspecified)	-0.631
Cc1nnc(SCc2ccccc2C#N)n1-c1ccccc1	0.0305
O=C(c1cc(-c2ccc(Cl)c(Cl)c2)on1)N1CCN(c2ccccc2)CC1	0.0426
CCc1ccc2c(COC(=O)c3n[nH]c4ccccc34)cc(=O)oc2c1	-0.0185
Fc1ccccc1CCNc1nnnn1-c1ccccc1	0.63

Cav3 T inh: what is marked active above.
SMILES	Cav3 T inh
CCOC(=O)c1c(NC(=O)CCc2ccc(CC)o2)sc(C)c1C	-4.5*
OCCNc1ncnc2c1c(-c1ccccc1)c(-c1ccccc1)n2Cc1ccco1	-4.96*
O=C(NCc1ccc2c(c1)OCO2)c1ccc(CN2CCc3ccccc3C2)cc1	-5.27*
CC(C)CC(=O)NC(NC(=S)Nc1sc2c(c1C#N)CCCC2)C(Cl)(Cl)Cl (stereo unspecified)	-5.3*
O=C(NCc1ccc(Cl)cc1)c1noc2c1CCCCC2	-5.03*
C=CCN(CC=C)CC(O)Cn1c2ccccc2c2ccccc21 (stereo unspecified)	-3.45*

Next part.
SMILES	Cav3 T inh
COc1ccc(-c2csc(Nc3ccc(S(N)(=O)=O)cc3)n2)cc1	-1.09
COC(=O)NNC(=O)c1ccccc1C	-0.57
O=C(CN1C(=O)C2CC=CCC2C1=O)Nc1nc2ccccc2[nH]1 (stereo unspecified)	-0.0673
COc1ccc(N2C(=O)CC(NCc3cccc(F)c3)C2=O)cc1 (stereo unspecified)	-0.239
COC(=O)C1=C(N)c2c(F)cccc2C1(C#N)c1ccc(F)cc1 (stereo unspecified)	-5.65*
Cc1ccccc1OCc1nnc(SCC(=O)Nc2ccc3c(c2)OCO3)n1C	0.233
NC(=O)Cn1c(=O)n(Cc2ccco2)c(=O)c2c3c(sc21)CCCCC3	-0.826
COc1cc(C2N(c3cc(C)on3)C(=O)C3CCCN32)cc(OC)c1OC (stereo unspecified)	0.634
Clc1ccc(C2=Nn3c(nnc3-c3cccnc3)SC2)s1	0.133
Cc1nc(SCC(=O)Nc2ccnc3ccccc23)n[nH]1	0.68
Clc1ccccc1Cn1nnc2c(NCC3CC3)ncnc21	-0.847
CC(=O)Nc1ccc(S(=O)(=O)N2CCc3c(Cl)cccc3C2)cc1	-4.34*

Given as comma-separated lines: part of the list above
SMILES,Cav3 T inh
CCS(=O)(=O)N1CCN(c2ccc([N+](=O)[O-])c(N3CCOCC3)c2)CC1,1.29
Cc1ccc(-c2nn(CC(=O)N(C)C)c(=O)c3ccccc23)cc1S(=O)(=O)N(C)C,-0.762

(continued)
SMILES	Cav3 T inh
O=P1(Nn2cnnc2)C=C(c2ccccc2)OC(c2ccccc2)=C1	0.19
CCC(CO)NC(=O)c1cccc(S(=O)(=O)N2c3ccccc3CC2C)c1 (stereo unspecified)	-1.22
C/C(=N/NC(=O)c1ccc2c(c1)OCO2)c1cccc(NC(=O)C(C)(C)C)c1	-1.83
CCOC(=O)n1c(SCC(=O)N(CC)CC)nc2ccccc21	0.148
Fc1cc(Br)ccc1Nc1nc2ccccc2n2nnnc12	-0.568
O=C1C=C(c2ccc(F)nc2)CCC1	-0.0333
COC(=O)/C(=C/c1c[nH]c2ccccc12)[N+](=O)[O-]	-0.674
COc1ccc(-c2cc(CNC(C)=O)on2)cc1	-0.301
CSCC[C@@H](C(=O)Nc1ccc2c(c1)OCCO2)N1Cc2ccccc2C1=O	-0.116
COc1cc(C2N=C(c3ccccc3)NO2)cc(Br)c1O (stereo unspecified)	-0.208
NC(=O)CSc1c[nH]c2ccccc12	0.666
COc1cccc(-c2cc(C(=O)Nc3cnn(Cc4ccc(F)cc4)c3)no2)c1	0.0246

Some of the entries so far, with each value named:
O=C(CN1C(=O)NC2(CCCC2)C1=O)Nc1ccccc1F
  Cav3 T inh: 0.728
Cc1ccccc1-n1c(C)nnc1SCC(=O)NCC1CCCO1 (stereo unspecified)
  Cav3 T inh: 0.11
Cc1nc(Cl)c2oc3ccccc3c2n1
  Cav3 T inh: 0.375
Cc1nn2c(N3CCCC3)cc(C(C)C)nc2c1-c1ccccc1
  Cav3 T inh: -0.0884

Remaining list, next part:
SMILES	Cav3 T inh
CCC1CCCCN1Cc1nc2c(c(=O)n(C)c(=O)n2C)n1Cc1ccccc1 (stereo unspecified)	-0.57
Nc1nnc(SCc2ccc(Cl)cc2)s1	-1.21
CCOC(=O)c1c(C)c(C(=O)NCCCN2CCCC2=O)c(C)n1CC	0.422
O=C(Oc1cccc(-n2cnnn2)c1)c1sc2ccccc2c1Cl	0.477
CCC(=O)Nc1cc(C)c(NC(=O)C23CC4CC(CC(C4)C2)C3)cn1	-0.211
CCNc1nc(NCC)n2c(SCc3ccc(F)cc3)nnc2n1	1.13
O=C(Nc1cccnc1)c1ccc(COc2ccccc2Cl)o1	2.55
CCOC(=O)c1sc(NC(=O)c2cc(-c3ccc(C)cc3)nc3ccccc23)c(C#N)c1C	-2.2
Cn1cc(SCC(=O)Nc2nccs2)c2ccccc21	-2.81

This is a subset; the hit share may differ from the screen's.
